# SW480 rerep: induces DNA re-replication in SW480 colon adenocarcinoma cells; SW480 DNA re-replication, Hoechst DNA content imaging, 48 h; 340,000 tested, 1.8% active; Potency, µM (top dose mostly 46.1 µM), for inactives: at the top dose re-replication activation, most hits filed as activators; further: potency means the concentration at half of the fitted maximal effect; % of control where 0% means no effect; nearly all actives have a fitted effect of over 55% in size
#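 250 cells/well; 23 nL cpd via pin tool; 48 hr, 37 C, 5% CO2; Hoechst 40 min; imager read of total nuclear intensity, ex 405/em 500-530 nm.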
# KB-3-1 cytotox: KB-3-1 parental cell cytotoxicity. AID 1347075. KB-3-1 viability, CellTiter-Glo ATP luminescence, 72 h. Potency, µM (doses to about 46.1 µM), without a hit: at the highest dose activity change, negative = cytotoxic, usual class: cytotoxic. 400,000 tested, 1.4% active; further: potency means the concentration at half of the fitted maximal effect; on the % scale 0 is the no-effect control and ±100 the full control effect; nearly all actives have a fitted effect of over 60% in size
#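 Multi-concentration cytotoxicity screen in KB-3-1 cells grown in DMEM lacking phenol red with 10% FBS. After 72 h at 37 °C with compound, ATP-dependent luminescence was recorded.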
# HT1080NT lethal: kills 2HG-producing HT-1080-NT fibrosarcoma cells; HT-1080-NT fibrosarcoma viability, CellTiter-Glo ATP luminescence, 48 h; 360,000 tested, 1.6% active; AID 686970; Potency, µM (titrated, usually from 46.1 µM), inactives show at the highest dose activity, negative = less viability, usual class: cytotoxic;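 further: NT is the 2HG producing partner of a matched IDH1 knockdown line; potency means the concentration at half of the fitted maximal effect; 0% = DMSO-treated cells and -100% = media-only wells without cells; nearly all actives have a fitted effect of over 55% in size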
#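 Fibrosarcoma NT cells, 750 per well in 5% FBS RPMI, were exposed to compound for 48 hours. Viability: CellTiter-Glo luminescence.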
# DRD3 antagonist: antagonists of human D3 dopamine receptor; P35462; D3R cells, DiscoveRx beta-arrestin luminescence, antagonist mode; hits give low values; max response, negative = inhibition, %; 360,000 tested, 2.5% active; AID 652054; in the data active means max response below about -50%; inconclusive means no clear call, values can overlap the other calls; further: on the % scale 0 is the no-effect control and ±100 the full control effect; mostly tested at two doses, the higher about 12 µM
# Target sequence (P35462 whole entry, looked up): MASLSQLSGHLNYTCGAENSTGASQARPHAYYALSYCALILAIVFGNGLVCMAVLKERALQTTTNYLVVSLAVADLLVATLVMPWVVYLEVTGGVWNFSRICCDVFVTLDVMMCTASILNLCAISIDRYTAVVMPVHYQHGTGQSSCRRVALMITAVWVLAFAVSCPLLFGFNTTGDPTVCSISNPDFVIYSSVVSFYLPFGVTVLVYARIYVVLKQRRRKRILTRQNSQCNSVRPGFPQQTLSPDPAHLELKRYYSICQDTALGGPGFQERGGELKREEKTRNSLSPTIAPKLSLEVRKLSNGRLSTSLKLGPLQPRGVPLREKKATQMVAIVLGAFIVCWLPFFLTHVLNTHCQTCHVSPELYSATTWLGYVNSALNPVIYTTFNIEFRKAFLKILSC
#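 Cells plated overnight at 1500 cells/well, then exposed to library compounds with dopamine controls for 90 minutes at 37 degrees C. DiscoveRx reagent added for 30–60 minutes at room temperature; luminescence read, quantitative HTS format.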
# IL-1B inflam inh: blocks inflammasome-driven IL-1 beta release | 360,000 tested, 4.7% active | activity change, % at 57.5 µM | THP-1 LPS/ATP IL-1B secretion, AlphaLISA, 16 h; hits give low values; in the data active means activity change below about -50%; inconclusive means mostly about -30% to -49%; further: on the % scale 0 is the no-effect control and ±100 the full control effect
#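 Secreted IL-1B measured by AlphaLISA bead assay after 16 h compound exposure of THP-1 cells; compounds (final up to 57.5 uM) added 1 h before LPS (250 ng/mL) and ATP (1.25 mM) stimulation; lower signal means less secretion.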
# KB-V1 MDR tox: kills drug-selected multidrug resistant KB-V1 cells; KB-V1 MDR cells viability, CellTiter-Glo, 72 h; 400,000 tested, 3.4% active; Potency, µM (top dose mostly 46.1 µM), inactives show top-dose activity change, negative = cytotoxicity, hits mostly cytotoxic; further: potency means the concentration at half of the fitted maximal effect; on the % scale 0 is the no-effect control and ±100 the full control effect; nearly all actives have a fitted effect of over 60% in size
#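 KB-V1 MDR subline cells in DMEM (phenol-red free, 10% FBS) exposed to compounds in qHTS concentration series for 72 h at 37 degrees C. Viability read by CellTiter-Glo luminescence; concentration-effect curves fitted after normalization and correction.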
# DRD3 agonist: agonists of human D3 dopamine receptor | D3R DiscoveRx beta-arrestin cells, luminescence, 90 min | P35462 | max activation, % | 410,000 tested, 0.58% active; in the data active means max activation above about 30%; further: 0% is about no effect; mostly tested at two doses, the higher about 12 µM
#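 Agonist-mode cell screen: cells plated at 1500/well and incubated overnight at 37 °C, then exposed to library compounds for 90 min at 37 °C. Detection reagent was added for 30–60 min at room temperature, and luminescence was read.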
# HT1080 IDH1KD tx: kills HT-1080 cells with IDH1 knockdown. Potency, µM (titrated, usually from 46.1 µM), for the others: at the highest dose activity, negative = toxicity, usual class: cytotoxic. HT-1080 IDH1 knockdown viability, ATP luminescence, 48 h. AID 686971. 360,000 tested, 2% active;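 further: potency means the concentration at half of the fitted maximal effect; 0% = DMSO wells and -100% = cell-free medium wells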
#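 After a 2 h attachment period, IDH1KD HT-1080 cells took pin-transferred compound for 48 h at 37 °C; ATP-based luminescence after 10 min room-temperature reagent incubation reported viability.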
# GLP-1R agonist: GLP-1 receptor (human) agonism. P43220. AID 624172. HEK293 GLP-1R CRE-luciferase, luminescence, 4-6 h; cells express a hypersensitive GLP-1R form. Potency, µM (top dose mostly 45.6 µM), inactives show at the top dose activation, actives largely listed as activators. 380,000 tested, 0.007% active; further: potency means the concentration at half of the fitted maximal effect; % of control where 0% means no effect
# Target sequence (P43220 whole entry, looked up): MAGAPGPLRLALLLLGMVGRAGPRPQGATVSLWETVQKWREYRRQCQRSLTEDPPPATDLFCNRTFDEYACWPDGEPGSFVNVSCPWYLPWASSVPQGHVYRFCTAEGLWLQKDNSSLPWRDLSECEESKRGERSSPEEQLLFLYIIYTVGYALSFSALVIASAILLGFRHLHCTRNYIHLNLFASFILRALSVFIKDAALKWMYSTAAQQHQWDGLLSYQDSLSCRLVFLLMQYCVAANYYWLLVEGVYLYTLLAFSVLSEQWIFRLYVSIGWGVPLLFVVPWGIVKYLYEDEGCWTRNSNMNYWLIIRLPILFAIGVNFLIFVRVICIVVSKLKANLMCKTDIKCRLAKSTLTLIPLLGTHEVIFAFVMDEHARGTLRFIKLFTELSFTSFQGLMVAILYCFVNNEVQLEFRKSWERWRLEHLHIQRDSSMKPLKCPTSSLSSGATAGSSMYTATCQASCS
# Starred values were filed as active, the others as inactive; u = inconclusive; x = no result given; [ ] = another dose, or the depositor's remark. Unless noted, the call rests on the fitted dose curve; in most records, active means well fitted curve in the direction sought with a large enough effect; inconclusive means small, poorly fitted or top-dose-only effect, or another doubt; inactive means no such curve, though single readings can be large; an effect the other way counts as inactive or inconclusive.
SMILES,SW480 rerep,KB-3-1 cytotox,HT1080NT lethal,DRD3 antagonist,IL-1B inflam inh,KB-V1 MDR tox,DRD3 agonist,HT1080 IDH1KD tx,GLP-1R agonist
O=[N+]([O-])c1ccc(S(=O)(=O)Nc2ccc(-c3ccc(N4CCCC4)nn3)cc2)cc1,-2.5%,1.5%,-5.3%,4.9,-5.6,-3.4%,-18.9,-1.9%,-2.2%
COc1cccc(NC(=O)N2CCCC2C(=O)NCc2ccccc2F)c1 (centres undefined),-2.3%,-18.0%,1.2%,-1.2,26.1,4.1%,-1.0,-0.8%,21.5%
Cc1ccc(S(=O)(=O)N2CCOCC2)cc1NC(=O)C(c1ccc(Cl)cc1)C(C)C (centres undefined),7.1%,-7.7%,1.2%,-0.2,-58.0*,u,2.4,-2.1%,-20.1%
CC(=O)N1CCN(C(=O)c2cccc(S(=O)(=O)N3c4ccccc4CC3C)c2)CC1 (centres undefined),21.3%,-4.8%,2.5%,-9.4,34.5,0.0%,-1.7,-4.0%,3.4%
CCOc1ccc(Oc2ccc(Cl)cc2NC(=O)C2=COCCO2)cc1,u,-0.1%,0.0%,8.4,u,-13.1%,-7.4,-4.3%,13.7%
COc1cc([N+](=O)[O-])ccc1NC(=O)Nc1cnccn1,11.8%,u,1.2%,-2.1,-26.0,u,-7.5,10.8%,-3.7%
Cc1ccc(-c2nnc(SCC(=O)Nc3cccc(C(=O)N4CCOCC4)c3)n2C)cc1,2.9%,0.0%,0.3%,-6.6,-3.3,2.9%,-4.0,-0.8%,3.4%
CCCCNCCCOc1cccc(Cl)c1Cl,4.7%,-25.7%,u,-81.2*,-63.8*,-2.2%,-21.1,u,-1.4%
Cc1cc(=O)oc(C)c1C(=O)N1CCc2c([nH]c3ccccc23)C1C(C)C (centres undefined),-4.4%,11.5%,-1.1%,-9.3,6.1,6.9%,-2.7,-4.7%,3.2%
Cc1ccc(NC(=O)Cn2c(=O)n(Cc3ccco3)c(=O)c3ccccc32)cc1,x,11.9%,x,x,x,2.0%,6.5,x,-2.4%
COc1cc(CNCc2cccnc2)ccc1OCC(=O)NC(C)(C)C,-100.9%[inhibitor],-5.4%,3.4%,-4.3,1.3,22.5%,-0.5,-5.2%,1.0%
COC(=O)CN1C(=O)Nc2ccc(Br)cc2C1c1ccccc1Cl (centres undefined),3.7%,u,u,9.8,0.0,-5.0%,5.4,u,-1.8%
CCc1ccc(CNC(=O)C2CCCN(c3nc4ccccc4o3)C2)cc1 (centres undefined),7.8%,-7.9%,4.4%,31.1,-11.2,14.6µM*,0.2,1.3%,8.0%
O=C(COC(=O)c1ccccc1Br)NCC1CCCCC1,7.5%,-5.4%,-7.1%,-21.4,2.7,0.0%,-12.1,1.9%,29.0%
COC(=O)c1cccc(Nc2nc(-c3ccncc3)nc3ccccc23)c1,26.0%,11.1%,-1.5%,5.7,17.3,10.4%,0.0,5.8%,5.7%

# Two entries picked at random from those above:
SMILES,SW480 rerep,KB-3-1 cytotox,HT1080NT lethal,DRD3 antagonist,IL-1B inflam inh,KB-V1 MDR tox,DRD3 agonist,HT1080 IDH1KD tx,GLP-1R agonist
COc1cccc(NC(=O)N2CCCC2C(=O)NCc2ccccc2F)c1 (centres undefined),-2.3%,-18.0%,1.2%,-1.2,26.1,4.1%,-1.0,-0.8%,21.5%
COc1cc([N+](=O)[O-])ccc1NC(=O)Nc1cnccn1,11.8%,u,1.2%,-2.1,-26.0,u,-7.5,10.8%,-3.7%

# (next part)
SMILES,SW480 rerep,KB-3-1 cytotox,HT1080NT lethal,DRD3 antagonist,IL-1B inflam inh,KB-V1 MDR tox,DRD3 agonist,HT1080 IDH1KD tx,GLP-1R agonist
CC(OC(=O)CN1C(=O)c2ccccc2C1=O)C(=O)c1ccccc1 (centres undefined),-1.0%,7.3%,0.3%,-9.6,7.0,25.4%,0.7,3.2%,11.9%
CSc1ccc(CCNC(=O)C2CCCN(c3nn4c(=O)cc(C)nc4s3)C2)cc1 (centres undefined),8.0%,-6.5%,-8.0%,0.0,-14.5,5.0%,-6.9,-4.3%,5.1%
CC1=C(C(=O)Nc2ccc([N+](=O)[O-])cc2)C(c2cccc(C(F)(F)F)c2)NC(=S)N1c1ccccc1 (centres undefined),4.5%,u,u,-24.8,u,u,-6.9,u,-4.8%
O=c1cc(-c2ccccc2O)nc(-c2ccccc2)[nH]1,-14.1%,4.3%,-5.0%,-10.2,33.4,0.0%,3.3,-6.8%,7.2%
CCCCN(C(=O)c1cc(S(=O)(=O)N2CCCCC2)ccc1Cl)c1c(N)n(CC(C)C)c(=O)[nH]c1=O,3.2%,13.9%,8.1%,-10.0,0.0,-3.8%,1.1,17.4%,6.5%
CC(=O)Nc1cccc(NC(=O)CS(=O)(=O)c2cn(CC(=O)N3CCOCC3)c3ccccc23)c1,1.2%,-1.8%,6.9%,2.0,-1.1,28.9%,-1.4,-9.7%,3.5%
Cc1ccc(/C=C(/NC(=O)c2ccccc2)C(=O)NC(Cc2c[nH]c3ccccc23)C(=O)O)cc1 (centres undefined),-12.6%,-17.0%,10.0%,10.2,6.6,0.8%,3.5,7.2%,2.4%
CC(C)NC(=O)C1(N2C(=O)c3ccccc3C2=O)CCCC1,u,-6.1%,-4.7%,-10.9,5.7,0.0%,0.5,-5.7%,-2.9%
Fc1cccc(Cl)c1/C=N/Nc1ccccn1,-3.4%,3.7%,-17.2%,14.5,10.3,0.1%,-2.3,-14.1%,0.9%
Cc1cc(C)n2c(SCc3ccc(C#N)cc3)nnc2n1,0.3%,15.2%,4.5%,-0.3,-14.9,-10.1%,1.6,1.0%,20.3%
O=C(CS(=O)CC(=O)Nc1ccccc1-c1ccccc1)Nc1ccc(F)cc1 (centres undefined),-2.7%,3.3%,-7.1%,2.4,-8.0,0.0%,4.3,-20.1%,7.3%
CC12CCC(C(=O)NCCCN3CCOCC3)(C(Br)C1=O)C2(C)C (centres undefined),11.5%,1.3%,1.4%,-16.0,x,-14.0%,-1.3,18.4%,5.9%
O=C1C2CCCCN2C(=O)N1CCCCN1CCN(c2cccc(C(F)(F)F)c2)CC1 (centres undefined),4.8%[1.84 µM],-3.7%,-24.2%,-139.7*,u,-12.9%,-25.8,-3.3%,-1.4%
Cc1ccc(C)c(OCC(=O)Nc2ccc(S(=O)(=O)Nc3ccccn3)cc2)c1C,2.1%,17.7%,5.4%,2.1,19.3,-20.5%,4.1,-1.3%,-17.2%
CC1(OC(=O)CCc2ccccc2)C(=O)C=C2C=C(c3ccc(C#N)cc3)N(C3CCCC3)C=C2C1=O (centres undefined),1.2%[9.22 µM],11.4%,-5.9%,-22.4,12.6,-7.5%,-14.6,-2.6%,-5.6%
COCCn1c(N)c(Sc2ccc(Cl)cc2)c(=O)[nH]c1=O,-24.0%,u,-7.0%,4.8,-4.2,-1.7%,-3.8,-10.2%,9.8%
Cc1ccc(N2CCN(c3ccc(NCc4nc5ccccc5n4C)cc3)CC2)cc1,18.2%,-26.3%,-0.1%,u,5.9,4.61µM*,-12.5,-4.6%,1.4%
COc1ccc(C2c3[nH]c4ccccc4c3C[C@H]3C(=O)N(c4ccccc4C(=O)N4CCC[C@H]4C(=O)O)C(=O)N23)cc1 (some centres undefined),29.1%,0.0%,6.7%,11.3,21.0,17.1%,5.0,6.9%,-2.8%
COc1ccc(CCNC(=O)c2ccc(SC)cc2OC)cc1,3.8%,-2.2%,-5.5%,14.7,u,-28.5%,-0.6,-22.3%,14.3%
CCC(C)(C(=O)NC1CCCCC1)N(Cc1ccco1)C(=O)Cc1cccs1 (centres undefined),8.9%,-4.7%,7.9%,-14.9,-0.2,u,2.2,6.3%,-0.7%
Cn1cnnc1SCC(=O)NC1CCCN(Cc2ccc(Cl)cc2)C1 (centres undefined),4.9%,x,-0.2%,5.3,-9.7,x,-12.6,-0.4%,12.5%
O=C(C[n+]1ccccc1)N/N=C/c1ccc(O)cc1,-0.1%,-7.9%,14.2%,-9.9,1.1,6.8%,-5.0,19.3%,-1.1%
Cc1[nH]c2ccccc2c1C(=O)C(=O)NCCC1=CCCCC1,-5.1%,-18.5%,-6.3%,2.5,-29.5,-30.9%,1.1,0.6%,0.2%
Cc1ccn2cc(C(=O)Nc3nnc(C)s3)nc2c1,-2.2%,15.7%,8.7%,u,11.8,-9.2%,-13.4,u,3.7%
C=CCSc1nc(=O)n2cccc(C)c2n1,-4.8%,u,-1.3%,u,-12.5,-8.9%,1.8,2.3%,9.0%
O=C(NCCCn1ccnc1)C(=O)NCc1ccc(Cl)cc1,-5.4%,10.0%,-4.3%,-8.1,29.0,10.8%,-4.4,-1.5%,-11.6%
CCOC(=O)/C(C#N)=C1/C=CN(C)C=N1,-1.8%,3.8%,-0.9%,7.7,18.6,18.4%,4.4,-0.3%,-3.1%
Cc1ccc(NC2=C(NC(=O)c3ccccc3)C(=O)c3ccccc3C2=O)cc1Cl,u,u,-17.6%,8.9,u,u,7.3,-16.1%,-15.8%
CCc1nc2c(OCc3ccc(OC)cc3)cccn2c1N(C)C(=O)c1ccco1,x,0.0%,6.4%,-4.8,-8.0,3.5%,3.9,-0.3%,11.7%
O=C(CN1C(=O)CCS(=O)(=O)c2ccccc21)Nc1ccc(F)cc1,-1.3%,1.3%,-2.5%,-0.9,-13.7,-13.1%,-1.9,-1.8%,10.4%
Cc1ccc(-c2nnn(CC(=O)N(c3ccc(F)cc3)C(C(=O)NC3CCCC3)c3ccncc3)n2)o1 (centres undefined),2.8%,-5.7%,-2.3%,-22.4,-12.5,9.0%,-27.6,-6.0%,-0.3%
CCNC(=O)NC(=O)COC(=O)C1CSC2(C)CCC(=O)N12 (centres undefined),-1.6%,11.9%,20.1%,14.6,19.0,-14.3%,-4.0,15.9%,1.4%

# Source: PubChem (National Center for Advancing Translational Sciences (NCATS))
